# Compound activity from PubChem BioAssay.
# D2 potentiator – positively modulates the human D2 dopamine receptor allosterically; P14416; HEK293 T-REx D2, calcium flux, EC20 dopamine potentiation; potentiation, % at 10 µM; 340,000 tested, 0.34% active;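 active = potentiation over 3 SD above the plate norm, cut at about 30% in these data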; also: 0% is about no effect
#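 Potentiation of an EC20 dopamine calcium response is measured in a force-coupled, tetracycline-inducible Hek293 Trex D2 line. Compound-only kinetic reads over 180 s flag agonists before dopamine addition.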
# RXFP1 agonist – RXFP1 (human) receptor agonism | Potency, µM (titrated, usually from 57.5 µM), for inactives: at the top dose activation, hits mostly activators | 370,000 tested, 0.3% active | Q9HBX9 | AID 2676 | HEK293T-RXFP1 cAMP TR-FRET, 30 min; response scale: percent of porcine relaxin response, buffer zero; also: potency is read from the fitted curve at half-maximal effect; % is scaled to controls: 0 for no effect and ±100 for the full control effect; nearly all actives have a fitted effect of over 60% in size; many of its hits are not listed in these tables
#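 HEK293T cells stably expressing RXFP1 were pretreated with the PDE4 inhibitor Ro 20174, exposed to compounds for 30 min at 37C, lysed, and cAMP was read by TR-FRET. Data normalized to buffer (basal) and 29 nM porcine relaxin (100%).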
# D1 PAM – enhances dopamine response at the human D1 receptor; HEK293 TREx D1 cells, calcium flux, dopamine EC20 potentiation; potentiation, % at 10 µM; 360,000 tested, 0.036% active; AID 504651; in the data active = potentiation above about 30%; also: 0% is about no effect
# Target sequence (P21728 whole entry, looked up): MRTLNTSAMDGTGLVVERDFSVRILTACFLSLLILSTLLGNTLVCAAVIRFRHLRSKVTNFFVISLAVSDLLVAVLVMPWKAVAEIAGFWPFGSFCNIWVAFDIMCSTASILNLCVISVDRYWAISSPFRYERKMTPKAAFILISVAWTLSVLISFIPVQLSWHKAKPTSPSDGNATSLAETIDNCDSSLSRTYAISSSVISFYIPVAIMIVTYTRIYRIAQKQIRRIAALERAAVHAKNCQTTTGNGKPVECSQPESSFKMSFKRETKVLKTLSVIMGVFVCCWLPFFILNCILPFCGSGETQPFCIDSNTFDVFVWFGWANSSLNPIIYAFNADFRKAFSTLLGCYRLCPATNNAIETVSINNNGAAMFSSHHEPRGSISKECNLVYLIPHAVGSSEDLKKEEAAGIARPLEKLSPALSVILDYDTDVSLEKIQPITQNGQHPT
# LDHA block – LDHA (human) enzyme inhibition; activity change, % (values are at about 110 or 230 µM); 480,000 tested, 0.15% active; purified LDHA, NADH/diaphorase-resazurin fluorescence; active compounds read low; in the data active = activity change below about -30%; inconclusive = mostly about -25% to -30%;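 also: plate controls were DMSO wells for no effect and wells without enzyme for full effect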
#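 LDH5 2 nM; NADH 0.06 mM, pyruvate 0.2 mM; 200 mM Tris pH 7.4, EDTA, Tween-20; 5 min RT. Detection: diaphorase 0.133 mg/mL + resazurin 37 µM, fluorescence ex540/em590 at 0 and 20 min; normalized to enzyme-free and DMSO wells.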
# D1 antag – antagonists of human D1 dopamine receptor. P21728. HEK293 TREx D1 cells, calcium flux, dopamine EC80; active compounds read low. activity change, negative = inhibition, % at 10 µM. 360,000 tested, 3.2% active. AID 504652; in the data active = activity change below about -30%; also: % is scaled to controls: 0 for no effect and ±100 for the full control effect
#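 Antagonism measured as reduced calcium response to an EC80 dopamine addition following 180 s compound pre-read; cells were inducible HEK293 Trex D1 plated overnight at 30 C, read kinetically at 1 cycle/sec.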
# Vif-A3F inh – inhibitors of Vif-A3F interaction; Potency, µM (highest dose often 46.1 µM), inactives show at the top dose activity, negative = active; AID 602313; HeLa A3F-eYFP + Vif (tagged APOBEC3F with the HIV-1 protein that degrades it), YFP fluorescence increase; 390,000 tested, 0.2% active; also: potency is read from the fitted curve at half-maximal effect; % of control where 0% means no effect; nearly all actives have a fitted effect of over 65% in size
#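 HeLa cells stably expressing A3F-eYFP plus Vif, plated and incubated overnight at 37 deg C, then exposed to compounds overnight at 37 deg C. Blocked degradation read as raised yellow fluorescence (Ex 488/Em 500-530).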
# D1 ag – human D1 receptor agonism | P21728 | HEK293 T-REx D1 cells, calcium flux, agonist mode | activation, % at 2 µM | 360,000 tested, 1% active | AID 504660; in the data active = activation above about 30%; also: 0% is about no effect
#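 Tetracycline-induced HEK293 TREx D1 cells, force-coupled to calcium signalling, were dye-loaded with a no-wash calcium kit. Compound was pin-added after a 10 s baseline. Fluorescence was read kinetically at 1 cycle/s for 180 s, with calcium rises flagged as agonism.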
# Glioma ERSR ind – inducers of ER stress response in human glioma cells; U87-MG GRP78 promoter luciferase reporter, 16 h; Potency, µM, for inactives: at the highest dose activation, usual class: activators; AID 602332; 420,000 tested, 0.02% active; also: potency is read from the fitted curve at half-maximal effect; series mostly up to about 76 µM; % of control where 0% means no effect; nearly all actives have a fitted effect of over 35% in size
#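 Stably transfected U87-MG human glioma cells carrying a GRP78-based luminescent sensor were seeded at 1000 cells/well, pin-dosed with compounds and incubated 16 h. Luciferase reagent was then added, and end-point luminescence was read after 10 min at room temperature.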
# Vif-APOBEC3G blk – blocks the Vif interaction with human APOBEC3G. Q9HC16. HeLa A3G-eYFP + Vif (tagged APOBEC3G with the HIV-1 protein that degrades it), YFP fluorescence, overnight. Potency, µM (highest dose often 46.1 µM), for the others: top-dose activity, negative = active, hits mostly inhibitors. 410,000 tested, 0.076% active;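 also: potency is read from the fitted curve at half-maximal effect; % is scaled to controls: 0 for no effect and ±100 for the full control effect; nearly all actives have a fitted effect of over 60% in size; hits raise eYFP signal because A3G escapes Vif-driven loss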
# Target sequence (Q9HC16 whole entry, looked up): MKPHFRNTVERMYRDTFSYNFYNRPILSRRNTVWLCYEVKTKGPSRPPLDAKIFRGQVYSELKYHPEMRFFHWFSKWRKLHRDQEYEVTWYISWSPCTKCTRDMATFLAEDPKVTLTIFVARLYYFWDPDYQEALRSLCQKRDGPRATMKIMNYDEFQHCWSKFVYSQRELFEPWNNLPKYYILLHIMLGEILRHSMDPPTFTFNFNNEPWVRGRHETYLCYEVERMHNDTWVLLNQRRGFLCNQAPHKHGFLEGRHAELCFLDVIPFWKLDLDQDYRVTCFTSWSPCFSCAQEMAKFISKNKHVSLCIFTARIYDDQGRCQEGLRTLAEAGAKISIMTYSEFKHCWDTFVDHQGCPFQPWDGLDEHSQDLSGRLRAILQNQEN
#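 Read-out is eYFP fluorescence (Ex 488/Em 500-530) from Vif-expressing HeLa A3G-eYFP cells; more signal means A3G escaped Vif-mediated degradation. Cells plated overnight, compound pinned in, incubated overnight at 37 deg C.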
# * hit, by the source's call; ? = inconclusive; . = not tested or not shown; & = joins results of further samples. Unless noted, calls follow the shape of the dose curve; as a rule, active = well fitted curve in the direction sought with a large enough effect; inconclusive = small, poorly fitted or top-dose-only effect, or another doubt; inactive = no such curve, though single readings can be large; an effect the other way counts as inactive or inconclusive.
SMILES,D2 potentiator,RXFP1 agonist,D1 PAM,LDHA block,D1 antag,Vif-A3F inh,D1 ag,Glioma ERSR ind,Vif-APOBEC3G blk
C#CCOCCOCCOCCNc1nc(N2CCN(C(=O)[C@H]([C@@H](C)CC)n3cc(CCCN=C(N)N)nn3)CC2)nc(N2CCN(C(=O)[C@H](Cc3ccc(O)cc3)n3cc(CCO)nn3)CC2)n1,5,0.2%,-1,0,23,-2%,0,-2%,3%
Cc1c(CC(=O)NCCCC(=O)O)c(=O)oc2cc3c(cc12)CCC(C)(C)O3,5,6.6%,-2,1,-8,-3%,1,-13%,-5%
CCN(CC)CCN(C(=O)CCS(=O)(=O)c1ccccc1)c1nc2cc3c(cc2s1)OCO3,-14,0.6%,-3,0,-7,2%,3,-2%,-7%
Cc1cc(NC(=O)CCC(=O)N(CC(=O)NC2CCCC2)Cc2cccs2)no1,9,-0.9%,2,-5,5,3%,2,-1%,3%
CCCCCN(C(=O)CCC(=O)OCC(=O)N(C)Cc1ccccc1C)c1c(N)n(CCCC)c(=O)[nH]c1=O,6,-2.6%,3,-5,5,0%,5,-6%,-5%
O=C(N/N=C/C=C/c1ccccc1)c1ccccn1,7,-0.5%,0,0,16,9%,6,0%,-4%
N#Cc1cccc(NC(=O)CSc2nnc(C3CC3)n2C2CC2)c1,2,0.9%,-4,-4,20,7%,5,5%,1%
CCOc1ccc(/C=C/c2nc(C#N)c(NCc3ccccc3)o2)cc1,-5,7.9%,-1,-16&-1,-18,.,0,.,.
O=C(N/N=C/c1ccccn1)c1cc(-c2ccc(Br)cc2)nc2ccccc12,-6,0.7%,-4,-9,-5,-1%,1,-4%,-3%
COc1cccc(NC(=O)c2cnc(SCC(=O)N3CCOCC3)n(C)c2=O)c1,2,3.3%,-3,-1,.,-1%,1,-3%,1%
Cc1cccc[n+]1CC(=O)N1c2ccccc2Sc2ccccc21,4,3.3%,-6,-14,-25,12%,1,-2%,4%
O=C(c1ccccc1)c1ccc(N2CCOCC2)cc1,.,.,.,-7,.,-1%,.,-2%,0%
CC(C)OC(=O)c1ccc(S(N)(=O)=O)o1,4,3.8%,4,-8,2,-9%,2,1%,0%
O=S(=O)(NCC(c1ccco1)N1CCN(c2ccccc2F)CC1)c1ccc(F)cc1 (configuration not stated),0,1.3%,-10,-2,-1,0%,-1,-4%,3%
Cn1c(=O)c2c(nc(SCC(=O)O)n2Cc2cccc(C(F)(F)F)c2)n(C)c1=O,21,2.9%,0,-4,-8,-1%,2,-4%,1%
CC(=O)c1sc(NC(=O)c2cccc3ccccc23)nc1C,-5,29%,-1,-3,-5,1%,0,4%,3%
c1ccc2[nH]c(Cn3nnc4ccccc43)nc2c1,13,0.6%,-3,-12,-12,0%,0,-2%,1%
CCc1ccccc1NC(=O)CN(C)C(=O)CSc1nnc(Nc2ccc(C)cc2)s1,-8,0.8%,-2,-2,12,-9%,-1,7%,-6%
Cn1nc(C(F)(F)F)c(C(=O)Nc2ccc(F)cc2F)c1Cl,5,0.0%,1,-12,2,0%,-3,0%,-1%
Cc1cc(C(=O)CSc2nc(N)cc(=O)[nH]2)ccc1F,10,2.4%,-1,-2,4,0%,2,7%,0%
O=C(COc1ccc(Cl)cc1Cl)NNC(=O)c1cccnc1,-5,3.4%,-8,-2,-21,12%,1,1%,0%
CC(CCc1ccccc1)NC(=O)CCC(=O)N1CCC(C(N)=O)CC1 (configuration not stated),1,0.0%,5,-1,6,-1%,0,-3%,-1%
Cc1cccc(NC(=O)CSCC(=O)Nc2nnc(C3CC3)s2)c1,-16,-1.1%,7,-1,26,-10%,4,-3%,5%
Cc1ccc(S(=O)(=O)N2CCN(C(=O)CCn3cncn3)CC2)cc1C,9,1.2%,-3,-2,0,-27%,1,-3%,0%
COC(=O)CCCNC(=O)c1ccc2nc(Cc3ccc(OC)cc3)oc2c1,-2,1.0%,5,1,-1,-3%,2,4%,-2%
O=C(Nc1ccc2c(c1)OCO2)c1cc(-c2ccccc2Cl)on1,-33,0.9%,-5,-5,-8,0%,1,3%,0%
CCN(CC)C(=O)C(C)N(C#N)c1nc(Cl)nc(N(C)C)n1 (configuration not stated),-5,9.7%,-6,-12,0,7%,1,-2%,1%
CN(C(=O)c1ccc(NC(=O)Cc2ccc(NC(=O)C3CCCN(C(=O)c4ccccc4)C3)cc2)cc1)C1CC1 (configuration not stated),18,-0.8%,-2,-1,-14,0%,5,4%,-2%
Cc1nc2ccccn2c1/C(O)=C1\C(=O)C(=O)N(CCCn2ccnc2)C1c1ccncc1 (configuration not stated),-3,5.4%,3,5,3,-18%,1,-1%,0%
O=C(CSc1nc2c(c(=O)[nH]1)CN(Cc1ccc3c(c1)OCO3)CC2)Nc1ccc(F)c(F)c1,-2,2.9%,-4,6,-6,6%,0,0%,-1%
Cc1ccc(NC(=O)[C@H](C)NC(=O)C2CCN(C(=O)[C@@H](N)C(C)C)CC2)cc1,-6,2.2%,-4,2,7,0%,1,0%,4%
O=C(COc1ccccc1)Nc1ccc(F)cc1,.,.,.,-14,.,14%,.,4%,4%
COc1cc(C(=O)Nc2ccc3c(c2)Cc2ccccc2-3)cc(OC)c1OC,-1,6.8%,-12,-5,2,-7%,2,1%,-11%
COc1ccc(OC)c(N(CC(=O)Nc2ccc3c(c2)OCO3)S(=O)(=O)c2ccccc2)c1,2,0.1%,5,7,-1,-3%,2,1%,0%
Cc1noc(C)c1C(=O)OC(C)C(=O)N(C)c1ccccc1 (configuration not stated),-2,-1.7%,2,-10,17,2%,2,1%,-19%
CCOC(=O)CNC(=O)CN1C(=O)CC(c2ccccc2)S(=O)(=O)c2ccccc21 (configuration not stated),11,-0.3%,.,-3,6,-11%,5,-2%,3%

# Part of the list above in order of length of the SMILES, falling.
SMILES,D2 potentiator,RXFP1 agonist,D1 PAM,LDHA block,D1 antag,Vif-A3F inh,D1 ag,Glioma ERSR ind,Vif-APOBEC3G blk
CN(C(=O)c1ccc(NC(=O)Cc2ccc(NC(=O)C3CCCN(C(=O)c4ccccc4)C3)cc2)cc1)C1CC1 (configuration not stated),18,-0.8%,-2,-1,-14,0%,5,4%,-2%
Cc1ccc(NC(=O)[C@H](C)NC(=O)C2CCN(C(=O)[C@@H](N)C(C)C)CC2)cc1,-6,2.2%,-4,2,7,0%,1,0%,4%
COc1ccc(OC)c(N(CC(=O)Nc2ccc3c(c2)OCO3)S(=O)(=O)c2ccccc2)c1,2,0.1%,5,7,-1,-3%,2,1%,0%
Cc1nc2ccccn2c1/C(O)=C1\C(=O)C(=O)N(CCCn2ccnc2)C1c1ccncc1 (configuration not stated),-3,5.4%,3,5,3,-18%,1,-1%,0%
CCOC(=O)CNC(=O)CN1C(=O)CC(c2ccccc2)S(=O)(=O)c2ccccc21 (configuration not stated),11,-0.3%,.,-3,6,-11%,5,-2%,3%
COc1cc(C(=O)Nc2ccc3c(c2)Cc2ccccc2-3)cc(OC)c1OC,-1,6.8%,-12,-5,2,-7%,2,1%,-11%
Cc1ccc(S(=O)(=O)N2CCN(C(=O)CCn3cncn3)CC2)cc1C,9,1.2%,-3,-2,0,-27%,1,-3%,0%
COC(=O)CCCNC(=O)c1ccc2nc(Cc3ccc(OC)cc3)oc2c1,-2,1.0%,5,1,-1,-3%,2,4%,-2%
O=C(Nc1ccc2c(c1)OCO2)c1cc(-c2ccccc2Cl)on1,-33,0.9%,-5,-5,-8,0%,1,3%,0%
O=C(COc1ccccc1)Nc1ccc(F)cc1,.,.,.,-14,.,14%,.,4%,4%

# Next section
SMILES,D2 potentiator,RXFP1 agonist,D1 PAM,LDHA block,D1 antag,Vif-A3F inh,D1 ag,Glioma ERSR ind,Vif-APOBEC3G blk
Cc1cc(C)c(S(=O)(=O)NCCn2c(C)cc3ccccc32)c(C)c1,0,6.6%,-1,-4,-7,?,3,4%,-3%
O=C(O)CCCC(=O)Nc1ccn(-c2ccccc2)n1,-15,0.0%,3,-2,-8,-4%,2,-3%,4%
COc1ccc(-n2c(SCC(=O)Nc3ccccc3)nc3c(c2=O)SCC3)cc1,12,0.9%,-1,1,5,-11%,3,-2%,-2%
Cc1[nH]n(-c2ccccc2)c(=O)c1Sc1ccc(Cl)cc1,9,0.0%,0,7,15,-7%,1,-1%,-2%
O=c1[nH]cc([N+](=O)[O-])cc1Br,4,-0.1%,-8,-5,-2,0%,2,-3%,1%
COC(=O)c1cc(NC(=O)c2nn(C)c3c2COc2ccccc2-3)cc(C(=O)OC)c1,2,1.0%,-2,-4,-55*,9%,0,-3%,-5%
CC(C(=O)Nc1cc(C(F)(F)F)ccc1Cl)n1nnc2sc3c(c2c1=O)CCCC3 (configuration not stated),-17,-0.7%,11,-5,4,.,1,.,.
Cc1ccc2c(CN3CCCCC3)cc(=O)oc2c1C,-9,-1.8%,0,-1&8,6,4%,4,?,1%
Cn1c(CCNC(=O)OC(C)(C)C)n[nH]c1=S,9,0.2%,-9,1,1,-5%,1,2%,1%
O=C1CNC(=S)N1Cc1ccccc1Cl,2,0.3%,0,-5,6,4%,3,0%,-2%
CN(CC(=O)Nc1cc(S(=O)(=O)N2CCCC2)ccc1Cl)Cc1nc2ccccc2c(=O)[nH]1,.,.,.,-3,.,-4%,.,-3%,2%
Cc1ccccc1C(=O)NC1CCN(CC(=O)Nc2ccc(N(C)C)cc2)CC1,-1,-5.1%,0,3,1,-46%,4,-2%,0%
Cc1ccnc(NS(=O)(=O)c2ccccc2)n1,7,0.3%,2,-10,-16,-3%,1,-3%,1%
O=C(/C=C/c1ccccc1O)c1ccco1,9,1.6%,-1,-10,-15,5%,13,?,?
O=[n+]1cc(-c2cc3ccccc3o2)n([O-])c2c1CCCC2,-12,0.4%,-5,-2,6,2%,4,-2%,1%
O=C(NCc1cccc(F)c1)c1cccc2c1C(=O)c1ccc(N3CCC(Cc4ccccc4)CC3)cc1S2(=O)=O,.,.,.,0,.,32µM*,.,1%,11µM*

# An excerpt. The share of hits here may be higher or lower than overall.
